# Statin myotox sup: suppressors of simvastatin-induced myotoxicity in C2C12 myotubes; ATP luminescence, 48 h; scaled: DMSO 0, geranylgeraniol control 100; rescue of ATP level, % at 7.49 µM; 330,000 compounds, 0.78% hits; AID 602340;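 active means mean ATP rescue above about 67%, or every replicate alone reaching that limit, limit read from the data, passing the limit was not always enough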;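 further: myotubes were challenged with 10 µM simvastatin during compound exposure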
# PglD inh: PglD (C. jejuni) enzyme inhibition | purified PglD enzyme, DTNB colorimetric CoA detection | inhibition, % at 12.5 µM | 360,000 compounds, 0.098% hits | AID 602405; in the data active means inhibition above about 16%, passing the limit was not always enough; further: strong numbers were not always called active
# Starred values were filed as active, the others as inactive. These rows are one share of the data; count on the stated rates, not on these rows.
SMILES,Statin myotox sup,PglD inh
O=C(c1ccccc1)N1CCN(c2ccc([N+](=O)[O-])c(NCc3ccco3)c2)CC1,-1,-9
Cc1cc(C)nc(/N=C2\NC(=O)CC3C(=O)NCCN23)n1 (stereo unspecified),11,6
CCn1c(N)c(C(=O)N2CCOCC2)sc1=S,129*,2
[O-][n+]1onc2c1C(N1CCOCC1)CCC2N1CCOCC1 (stereo unspecified),6,5
NC(=O)NC(Cc1ccccc1)C(=O)Nc1ccc(S(N)(=O)=O)cc1 (stereo unspecified),10,3
COCC(=O)N(Cc1nc2ccccc2c(=O)[nH]1)Cc1cccs1,-5,0
C/C(N)=C(/C#N)C(=O)CSc1nnc(-c2ccccc2Br)o1,15,6
COc1ccccc1N1CCN(CC(O)COc2ccc(S(=O)(=O)N3CCOCC3)cc2)CC1 (stereo unspecified),-14,1
COC(=O)Cc1ccc(NC(=O)c2cccs2)cc1,0,3
O=C(CCl)Nc1ccccc1Sc1ccc(Cl)cc1,9,-2
CCN(CC)c1nc2ccccc2nc1C(C#N)C(=O)NCCc1ccccc1 (stereo unspecified),-1,-1
O=C(CCSc1ccc(Cl)c(Cl)c1)NC12CC3CC(CC(C3)C1)C2,-19,7
CC(C)[C@H](NC(=O)NC1CCCc2ccccc21)C(=O)O (stereo partly specified),-7,-3
O=C(COc1ccc(/C=N/NC(=O)c2cc3ccccc3o2)cc1Cl)Nc1ccccc1,-195,5
COc1ccccc1OCC(O)Cn1nc(C)cc1C (stereo unspecified),-10,-1
CCOC(=O)c1c(N)nn(C(C)=O)c1-c1ccccc1,-5,5
COc1ccccc1-n1cnnc1SCC(=O)Nc1ncc(Cl)cc1Cl,16,4
C=CCn1c(SCCN2CCOCC2)nc2c1c(=O)[nH]c(=O)n2C,-4,1
CSc1ccccc1C(=O)NCCSC(C)(C)C,-1,-1
CCC(C)Oc1nc2ccccc2nc1NS(=O)(=O)c1ccccc1 (stereo unspecified),7,0
CCOC(=O)c1cc2c(=O)n3ccccc3nc2n(CC2CCCO2)c1=NC(C)=O (stereo unspecified),2,-1
C1CCCC(N2CCNCC2)CC1,-10,-3
CCOc1cc(C(=O)OCC(=O)c2c(N)n(C)c(=O)n(C)c2=O)cc(OCC)c1OCC,-15,-1
Cc1cc(C)cc(Oc2ccccc2/C=N\O)c1,-14,1
O=C(CSc1nnc(-c2ccco2)o1)NC1CCCCC1,-31,-87
COC(=O)c1nc(NC2=NCCCCC2)n[nH]1,-6,-5
CCN(CC)CCCNC(=O)c1ccc(Cl)c(S(=O)(=O)Nc2ccccc2OC)c1,12,-5
C=CCN1C(=NC(=O)CCCC(=O)O)SC2CS(=O)(=O)CC21 (stereo unspecified),6,7
O=C(Cn1cc(C(=O)c2ccco2)c2ccccc21)NC1CCCC1,-6,1
CCOC(=O)N1CCN(S(=O)(=O)c2cc(OCC(N)=O)c(C)cc2Cl)CC1,-5,1
COc1ccc(NC(=O)C(c2ccc(OC)cc2)N(C)C(=O)c2cnccn2)cc1 (stereo unspecified),7,10
Cn1c(=O)c2c(=O)cc(NNC(=O)C(C)(C)C)[nH]c2n(C)c1=O,11,4
CN1CCN(NC(=O)c2ccc(F)cc2)CC1,-6,3
O=C(NCCCn1ccnc1)NC(C(F)(F)F)C(F)(F)F,12,-3
CCCC1=C(C(=O)OCC)C(c2cc(Cl)cc(OC)c2OCC(=O)OCC)NC(=O)N1 (stereo unspecified),-5,-3
O=S(=O)(c1cnccc1N1CCN(/N=C/c2ccccc2)CC1)N1CCCCC1,-7,-2
NS(=O)(=O)c1ccc(Nc2nc(-c3ccc4ccccc4c3)cs2)cc1,6,0
Cc1ccc(Nc2nc(C(=O)N3CCC(C(=O)N4CCN(C)CC4)CC3)cs2)cc1,-9,-1
CC(C)Nc1cc(C(F)(F)F)nc(-c2ccccn2)n1,3,-7
c1ccc(CCc2nn3c(-c4ccncc4)nnc3s2)cc1,34,-3
COc1ccc(C2C(C#N)=C(N)Oc3cc(C)n(Cc4ccncc4)c(=O)c32)cc1 (stereo unspecified),4,1
CC1=C(Sc2ccccn2)C(=O)NC(C)(C)C1,5,-160
CC12CC(NC(=O)N1CCc1ccccc1)c1cc(Cl)ccc1O2 (stereo unspecified),46,-4
CCc1nnc(NC(=O)C(=O)NCCOC(=O)c2ccccc2Cl)s1,12,5
CCn1c(SCc2ccc(C)cc2)nnc1-c1cnccn1,15,-3
CCn1ncc(CN2CCN(C(=O)Nc3ccccc3C(=O)OC)CC2)c1C,5,-1
COC(=O)[C@H](Cc1ccccc1)NC(=O)NCCC1=CCCCC1,-2,3
CCCOc1ccc(F)cc1-c1cc(C(=O)NCc2cc(C(F)(F)F)cc(C(F)(F)F)c2)[nH]n1,-2,-5
CN(c1ccccc1C(=O)Nc1ccc(S(=O)(=O)N2CCCC2)cc1)S(C)(=O)=O,5,-3
COc1ccc(NC(=O)C2CCCN(S(=O)(=O)c3c(C)n[nH]c3C)C2)c(OC)c1 (stereo unspecified),10,5
Cc1nnc(SCC(=O)Nc2ccc3c(c2)OCO3)o1,-11,0
CCn1c(SCC(=O)c2ccc(OC)cc2)nnc1C(C)NC(=O)c1ccc(OC)cc1 (stereo unspecified),76*,-1
O=S(=O)(/N=C(\c1ccccc1)N1CCOCC1)c1cccs1,-7,1
Clc1ccc(-c2nnc3sc(-c4ccc(Br)o4)nn23)c(Cl)c1,-22,9
Cc1ccc(S(=O)(=O)CCc2nnc(N)s2)cc1C,1,4
COc1cccc(-c2nc(NCCN3CCOCC3)c3ccccc3n2)c1O,-35,-7
COc1ccc2[nH]c(=O)c(CN(C(=O)c3ccccn3)C3CCCCC3)cc2c1,6,5
COc1ccc(COC(=O)NC2CCN(S(=O)(=O)c3ccc(OC)cc3)CC2)cc1,4,-3
Cc1cc(C)nc(N2CCCC(C(=O)NC(C)CCc3ccco3)C2)n1 (stereo unspecified),19,0
COCCNC(=O)C(C#N)c1nc2ccccc2nc1N1CCCCCC1 (stereo unspecified),9,-6

# Profiles as entered above:
# `COCCNC(=O)C(C#N)c1nc2ccccc2nc1N1CCCCCC1` (stereo unspecified) as listed: Statin myotox sup: 9; PglD inh: -6
# `CCc1nnc(NC(=O)C(=O)NCCOC(=O)c2ccccc2Cl)s1` as listed: Statin myotox sup: 12; PglD inh: 5

# (listing goes on)
SMILES,Statin myotox sup,PglD inh
CC(c1cccs1)N(Cc1ccco1)C(=O)Nc1ccc(Cl)c(Cl)c1 (stereo unspecified),33,-2
O=c1[nH]cnc2c1cnn2Cc1ccccc1,-7,6
N#Cc1c(N)nc(SCC(=O)NCCc2ccccc2)c(C#N)c1-c1cccs1,-2,4
O=C(Cn1ccc2ccccc2c1=O)NCCC(=O)N1CCN(C2CCCCC2)CC1,2,10
CCOc1ccc(-c2nnc(SCC(=O)N(CC)CC)n2N)cc1,-4,-1
CN(C1CCCCC1)S(=O)(=O)c1ccc(NC(=O)C2CCCCC2C(=O)O)cc1 (stereo unspecified),-1,1
CCS(=O)(=O)NCc1csc(C)n1,-4,-5
Cn1nnnc1SCC(=O)NC1CCCCC1,4,-4
CC[C@@]1(c2ccccc2OC)C(=O)N(C(=O)OC)N1C(=O)OC,2,-6
COc1ccc(CC(=O)OCC(=O)NC(=O)NC(C)C)cc1,-2,9
COc1ccc(OC)c(NC(=O)C(CC(C)C)NC(=O)C2CCCCC2)c1 (stereo unspecified),-37,-2
CN(CCc1cnn(C)c1)Cc1cn[nH]c1-c1ccc(-c2ccccc2)cc1,-2,-3
CCOC(=O)CCc1c(C)nc(SCCCn2c(=O)[nH]c3ccccc32)c(C#N)c1C,15,-2
CC(=O)C1=C(C)NC(=O)NC1c1ccc(OC2CCCC2)cc1 (stereo unspecified),2,-4
COc1ccc(Cl)cc1-n1c(=S)sc2c(=O)[nH]c(SCC(=O)NCC3CCCO3)nc21 (stereo unspecified),-6,-4
CCC(=O)Nc1ccc(NC(=O)c2cc3ccccc3o2)cc1,-19,-1
O=C(NCCCN1CCN(c2ccccc2F)CC1)Nc1ccc(F)cc1,30,-3
CC(C)c1[nH]nc2c1C(C(C)C)C(C#N)=C(N)O2 (stereo unspecified),72*,1
CCc1nn(CC(=O)NCCCN(Cc2ccccc2)C(C)C)c(=O)c2cc3sccc3n12,3,2
O=C1C2C3C=CC(C3)C2C(=O)N1c1nccs1 (stereo unspecified),3,6
CCc1c(C)nc2cc(-c3ccc(OC)cc3)[nH]n2c1=O,-7,2
O=S(=O)(Nc1ccc(S(=O)(=O)Nc2cccc3ccccc23)cc1)c1ccccc1,17,-7
COc1cc(-c2nc(S(=O)(=O)c3ccccc3)c(N3CCOCC3)o2)cc(OC)c1OC,-8,2
O=C(COc1ccc(Cl)cc1Cl)N/N=C1\CCCc2ccccc21,0,0
COc1ccc(-c2cc(=O)n(-c3nc4ccccc4[nH]3)[nH]2)cc1,19,1
CCOC(=O)c1ccc(N2C(=O)CC(N3CCOCC3)C2=O)cc1 (stereo unspecified),-3,4
CCC(=O)N1CCc2cc(S(=O)(=O)NC(C(=O)NC(C)c3ccccc3)C(C)C)ccc21 (stereo unspecified),14,-4
CCOC(=O)C(Cc1ccccc1)NC(=O)Cn1nnc(-c2ccc(SC)cc2)n1 (stereo unspecified),-5,-1
Cc1nc2ccc(C(=O)N3CCSCC3)cc2s1,5,-1
O=C(Cc1cccs1)N1CCC(c2nc3c(nnn3Cc3ccccc3)c(=O)[nH]2)CC1,6,-1
Cc1nc(SCc2cccc(Oc3ccccc3)c2)n[nH]1,-5,3
COc1cccc(-c2nc(CSCC(=O)NCC3CCCO3)c(C)o2)c1 (stereo unspecified),-19,1
O=C(CCC(=O)c1ccc(F)cc1)Nc1cc(Cl)cc(Cl)c1,-29,6
CCOc1ccc(-c2cc(C(=O)O)c3ccccc3n2)c(OCC)c1,4,-2
O=C(NCCCN1CCCC1=O)Nc1ccc(Cl)cc1,20,-5
CCOc1ccc(OCCCC(=O)O)cc1,9,1
COC(=O)CSc1nc2ccccc2o1,6,0
COc1cc(-c2nc3oc4ccccc4c(=O)c3c(=O)n2Cc2ccco2)cc(OC)c1OC,-7,-4
C=CCSc1n[nH]c2nc3c(c(=O)n12)C1(CCCC1)Cc1ccccc1-3,5,2
COc1cc2cc(C(c3nnnn3C(C)(C)C)N3CCC(C)CC3)c(=O)[nH]c2cc1OC (stereo unspecified),-4,-5
CCOc1ccc(N2C(N)=NC(N)=NC2(C)C)cc1,-4,0
CCC(C)NS(=O)(=O)c1cccs1 (stereo unspecified),-7,0
CC(Oc1ccc(Cl)cc1Cl)C(=O)OCn1nnc2ccccc2c1=O (stereo unspecified),3,0
CC(=O)O[C@H]1CC[C@@]2(C)C(CCC3C2CC[C@]2(C)OC(=O)CCC32)C1 (stereo partly specified),11,0
CC1(C)C(=O)Nc2ccccc2N1C(=O)COC(=O)Cn1cnc2ccccc2c1=O,4,-5
CC1CCCC(C)N1C(=O)COC(=O)c1ccc(O)cc1 (stereo unspecified),-18,5
CCCNC(=O)c1ccccc1NC(=O)c1ccc(CSc2ccccc2)cc1,8,-7
CC(C)(C)NC(=O)CCN1CCOCC1,-3,1
O=C(NCc1ccc2c(c1)OCO2)c1cc(-c2ccc(Cl)cc2Cl)on1,40,-3
COc1cccc(S(=O)(=O)Nc2ccc3sc(C)nc3c2)c1,-14,-2
COCc1cc(C)nc(N2CCc3ccccc32)c1C#N,-3,1
COCc1cc(C)nc(SCC(=O)Nc2ccc3c(c2)OCO3)c1C#N,22,-3
O=C(c1ccc(F)cc1)n1ccc(-c2cnc(-c3ccccc3)s2)n1,6,-4
COc1ccc(CN2CCCCC2c2cccnc2)c(OC)c1C (stereo unspecified),17,2
O=S(=O)(c1ccc(OCC(O)CN2CCN(c3ccccc3O)CC2)cc1)N1CCOCC1 (stereo unspecified),-5,6
Cc1cccc(NC(=O)c2ccccc2[N+](=O)[O-])n1,23,-6
O=C(CCN1CCN(CCO)CC1)Nc1ccc(OCc2ccccc2)cc1,-1,-2
O=C(CN1CCOCC1)Nc1ccc(Oc2ccccc2)cc1,-12,5
COC(=O)CSc1nc(N)c2c3c(sc2n1)CCCC3,-7,0
CC1CCN(CCCNC(=O)c2n[nH]c(=O)c3ccccc23)CC1,7,5

# The closing three entries of the section before lead into the next.
SMILES,Statin myotox sup,PglD inh
O=C(CN1CCOCC1)Nc1ccc(Oc2ccccc2)cc1,-12,5
COC(=O)CSc1nc(N)c2c3c(sc2n1)CCCC3,-7,0
CC1CCN(CCCNC(=O)c2n[nH]c(=O)c3ccccc23)CC1,7,5
Cc1csc(NC(=O)c2cccn2C)n1,12,-1
Cc1cc(C(=O)OCC(=O)Nc2nc(-c3ccccc3)cs2)c(C)o1,9,-4
CC1(C)CC2CC(C)(CN2C(=O)COC(=O)c2n[nH]c(=O)c3ccccc23)C1 (stereo unspecified),-2,1
CCOC(=O)C1C(=O)C=C(c2ccc(NS(C)(=O)=O)cc2)CC1c1ccco1 (stereo unspecified),24,-2

# Given with tabs: part of the list above.
Compound	Statin myotox sup	PglD inh
CCCC1=C(C(=O)OCC)C(c2cc(Cl)cc(OC)c2OCC(=O)OCC)NC(=O)N1 (stereo unspecified)	-5	-3
O=S(=O)(c1cnccc1N1CCN(/N=C/c2ccccc2)CC1)N1CCCCC1	-7	-2

# Three compounds out of the list above, ordered by the number in PglD inh, lowest first.
compound	PglD inh
Cc1cc(C(=O)OCC(=O)Nc2nc(-c3ccccc3)cs2)c(C)o1	-4
CC(C)[C@H](NC(=O)NC1CCCc2ccccc21)C(=O)O (stereo partly specified)	-3
Cc1cc(C)nc(N2CCCC(C(=O)NC(C)CCc3ccco3)C2)n1 (stereo unspecified)	0

# Screening results as filed in PubChem.
